Source: PubChem BioAssay (several laboratories)
L major viab = reduces viability of Leishmania major promastigotes; resazurin fluorescence viability; inhibition, % at 10 µM; hit rate 9% among 200,000; AID 1063; in the data active = inhibition above about 50%;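 note: promastigotes grown with compound for 44 hours at 28 °C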
Diaphorase inh = inhibits diaphorase or chemically oxidizes, flagging diaphorase assay artifacts; diaphorase resazurin-to-resorufin fluorescence, NADH, 16 min; bacterial (C. kluyveri) enzyme, not human; inhibition, % at 20 µM; hit rate 0.69% among 190,000; AID 1217;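 active = primary screen inhibition at 20 µM above a set limit, cut at about 50% in these data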;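 note: plate controls were DMSO with full reaction for no effect and wells lacking NADH for full effect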
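Benchmarks: positive control wells lacking NADH, neutral wells with DMSO only. System: bacterial diaphorase enzyme (C. kluyveri). Input: 0.14 U/mL diaphorase, enzyme working solution. Detection: resorufin fluorescence, excitation 544 nm, emission 590 nm. Times: 16-min room-temperature incubation before reading.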
TNAP act hiacc = increases human TNAP activity under high phosphate acceptor concentration. purified TNAP, CDP-star luminescence, 1 M DEA, 30 min; hits give high values; 0 = EDTA background, 1 = DMSO-only activity. P05186. activation factor at 20 µM. AID 1136. 200,000 tested, under 10 active;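 active = activation factor at least 2 at 20 µM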
Target sequence (P05186 whole entry, looked up): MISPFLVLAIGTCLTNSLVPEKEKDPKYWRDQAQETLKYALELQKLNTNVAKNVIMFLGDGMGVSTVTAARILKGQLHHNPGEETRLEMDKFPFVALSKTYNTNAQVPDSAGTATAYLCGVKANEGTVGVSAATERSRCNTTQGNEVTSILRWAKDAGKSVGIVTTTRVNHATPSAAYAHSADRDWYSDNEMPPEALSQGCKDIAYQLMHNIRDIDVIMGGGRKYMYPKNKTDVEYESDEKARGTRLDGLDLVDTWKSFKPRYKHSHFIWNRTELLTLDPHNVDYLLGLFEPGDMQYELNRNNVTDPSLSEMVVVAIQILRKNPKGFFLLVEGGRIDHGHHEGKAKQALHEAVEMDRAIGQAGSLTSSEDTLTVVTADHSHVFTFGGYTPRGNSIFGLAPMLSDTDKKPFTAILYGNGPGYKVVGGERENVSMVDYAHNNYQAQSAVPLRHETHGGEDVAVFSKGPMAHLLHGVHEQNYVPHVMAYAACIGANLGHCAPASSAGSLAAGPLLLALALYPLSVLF
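system = human TNAP | amount = enzyme diluted 1/800 final | reagent = 100 µM CDP-star substrate | signal = luminescent substrate turnover signal | dosing = one dose, 20 µM | benchmarks = EDTA negative control, DMSO positive control | measure = activation factor | timing = 30 min reaction, room temperature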
PMI activator = phosphomannose isomerase (human) activation | purified human PMI, coupled resazurin fluorescence, 20 min; hits give high values; 1 = vehicle control, 0 substrate-free wells | P34949 | hit rate 0.005% among 190,000 | activation factor at 20 µM;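 active = activation factor of 2 or more at 20 µM, relative to plate controls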
Target sequence (P34949 whole entry, looked up): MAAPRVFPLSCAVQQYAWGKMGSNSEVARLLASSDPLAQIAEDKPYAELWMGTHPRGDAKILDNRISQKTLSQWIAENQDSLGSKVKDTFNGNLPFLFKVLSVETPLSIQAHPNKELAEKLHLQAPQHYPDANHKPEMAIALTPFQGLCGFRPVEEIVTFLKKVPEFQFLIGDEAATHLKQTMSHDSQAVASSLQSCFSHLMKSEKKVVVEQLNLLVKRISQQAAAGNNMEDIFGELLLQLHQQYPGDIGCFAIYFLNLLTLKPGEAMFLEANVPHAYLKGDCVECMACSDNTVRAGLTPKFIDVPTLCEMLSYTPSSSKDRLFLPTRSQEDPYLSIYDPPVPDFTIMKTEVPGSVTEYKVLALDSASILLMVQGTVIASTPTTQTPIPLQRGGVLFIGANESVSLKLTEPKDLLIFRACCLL
PMI act hi M6P = activators of human phosphomannose isomerase at near-saturating mannose 6-phosphate; P34949; hit rate 0.34% among 190,000; coupled PMI enzyme assay, resazurin fluorescence, 20 min; hits give high values; 1 = untreated enzyme, 0 = substrate-free blank; activation factor at 20 µM;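 active = activation factor of 2 or more at 20 µM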
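test system = human PMI in coupled enzyme assay | medium = HEPES-buffered pH 7.4 with magnesium and detergent | also added = 1.0 mM mannose-6-phosphate substrate with 0.22 mM NADP+ | compound = 20 µM single dose | times = 20 min incubation at room temperature | measured by = resorufin fluorescence (Ex 544/Em 590 nm) from resazurin via diaphorase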
bIAP activator = intestinal alkaline phosphatase (bovine) activation | AID 1016 | purified bovine IAP, CDP-star luminescence, 30 min; hits give high values; fold of DMSO-control signal, blank-subtracted | activation factor at 20 µM | hit rate 0.17% among 200,000;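 active = activation factor of 2 or more at 20 µM, a signal rise over negative controls twice the positive control's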
bIAP inhibitor = blocks bovine intestinal alkaline phosphatase activity | inhibition, % at 20 µM | 190,000 tested, under 10 active | purified bovine IAP, CDP-star luminescence, 30 min;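 active = over 50% inhibition of intestinal alkaline phosphatase at 20 µM in the single-dose screen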
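System: purified bovine intestinal alkaline phosphatase (IAP) enzyme; Input: IAP diluted 1/65,000,000 in the well; Measured by: CDP-star luminescence signal; Compound dosing: 20 µM single dose; Incubation: 30 min reaction at room temperature.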
Diaph act CS = diaphorase activation or chemical reduction counter-screen; Diaphorase/resazurin coupled assay, resorufin fluorescence, 16 min; hits give high values; 1 = vehicle wells, 0 = NADH-free wells; activation factor at 20 µM; hit rate 0.005% among 190,000;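 active = diaphorase activity raised at least twofold by the compound at 20 µM; inactive = activation factor below 2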
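System – purified diaphorase enzyme from Clostridium kluyveri · Input – enzyme 0.07 U/mL final · Also added – final NADH 0.114 mM, resazurin 0.1 mM · Measured by – fluorescence of resorufin, 544 nm excitation, 590 nm emission · Timing – 16 min enzyme reaction, ambient temperature · Measure – resorufin increase flagging diaphorase activators or reducers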
TNAP inh noacc = TNAP (human) inhibition, acceptor-free conditions | P05186 | purified TNAP, CDP-star luminescence, 30 min | inhibition, % at 20 µM | hit rate 0.26% among 200,000 | AID 1012;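 active = tissue-nonspecific alkaline phosphatase inhibition above about 50% at 20 µM in the single-dose screen, limit read from the data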;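 note: 0% = DMSO negative control and 100% = EDTA positive control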
TNAP inh hi DEA = inhibitors of human TNAP at high phosphate acceptor concentration | purified TNAP, CDP-star luminescence, 1 M DEA | AID 1135 | hit rate 0.03% among 200,000 | inhibition, % at 20 µM;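 active = over 50% inhibition of tissue-nonspecific alkaline phosphatase at 20 µM in the single-dose screen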;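 note: plate controls were DMSO wells for no effect and EDTA-quenched wells as full inhibition for full effect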
* marks the source's active call; other numbers are inactive results.

N#Cc1c(N)nc(SCc2ccccn2)c(C#N)c1-c1cccs1 was read as L major viab 0, Diaphorase inh 24, TNAP act hiacc 1, PMI activator 1, PMI act hi M6P 1.1, bIAP activator 0.9, bIAP inhibitor 14, Diaph act CS 0.8, TNAP inh noacc -12 and TNAP inh hi DEA -5.
`COc1ccc(N2CCN(CC(=O)NC(=O)NC(C)(C)C)CC2)cc1` gave L major viab -5, Diaphorase inh 13, TNAP act hiacc 1.1, PMI activator 1, PMI act hi M6P 0.9, bIAP activator 1, bIAP inhibitor 3, Diaph act CS 0.9, TNAP inh noacc -19 and TNAP inh hi DEA -7.
For CCSc1ccccc1C(=O)Nc1cccc(OC)c1 the results were L major viab 0, Diaphorase inh 4, TNAP act hiacc 1, PMI activator 0.9, PMI act hi M6P 1, bIAP activator 0.8, bIAP inhibitor 17, Diaph act CS 1, TNAP inh noacc -7 and TNAP inh hi DEA -3.
`COCC(C)n1c(=O)sc2ccccc2c1=O` (centres undefined) gave L major viab 2, Diaphorase inh 12, TNAP act hiacc 1, PMI activator 1, PMI act hi M6P 1.1, bIAP activator 1, bIAP inhibitor 1, Diaph act CS 0.9, TNAP inh noacc -14 and TNAP inh hi DEA -3.
Screening CCn1c(O)c(N=NC(=O)CNc2ccc(C)cc2)c2ccccc21 returned L major viab 2, Diaphorase inh 18, TNAP act hiacc 1, PMI activator 0.9, PMI act hi M6P 0.9, bIAP activator 0.9, bIAP inhibitor 7, Diaph act CS 0.8, TNAP inh noacc 2 and TNAP inh hi DEA 2.
Cc1nn(-c2ccccc2)c(C)c1/C=N/n1c(-c2ccc(C(C)(C)C)cc2)n[nH]c1=S was read as L major viab 13, Diaphorase inh 22, TNAP act hiacc 1, PMI activator 0.8, PMI act hi M6P 0.9, bIAP activator 0.9, bIAP inhibitor 10, Diaph act CS 0.8, TNAP inh noacc 17 and TNAP inh hi DEA 2.
`O=C(NCc1ccccc1)c1ccc(Cl)nc1` gave L major viab -5, Diaphorase inh -1, TNAP act hiacc 1, PMI activator 1, PMI act hi M6P 0.9, bIAP activator 1, bIAP inhibitor -4, Diaph act CS 1, TNAP inh noacc -3 and TNAP inh hi DEA -3.
CSCCCNC(=S)Nc1cccc(S(=O)(=O)NC2=NCCC2)c1 was read as L major viab -2, Diaphorase inh 13, TNAP act hiacc 1, PMI activator 1, PMI act hi M6P 1, bIAP activator 1, bIAP inhibitor 4, Diaph act CS 0.9, TNAP inh noacc -4 and TNAP inh hi DEA -4.
`COc1ccccc1NS(=O)(=O)c1cc(NC(=O)CC(C)(C)C)ccc1N1CCOCC1` gave L major viab 98*, Diaphorase inh 16, TNAP act hiacc 1, PMI activator 1, PMI act hi M6P 0.9, bIAP activator 1, bIAP inhibitor -4, Diaph act CS 0.8, TNAP inh noacc 0 and TNAP inh hi DEA -1.
For COc1cc(C(=O)Nc2nc3ccccc3s2)ccc1OCc1c(C)noc1C the results were L major viab -6, Diaphorase inh 24, TNAP act hiacc 1.1, PMI activator 0.9, PMI act hi M6P 0.9, bIAP activator 1, bIAP inhibitor 2, Diaph act CS 0.8, TNAP inh noacc -15 and TNAP inh hi DEA -6.
For CNC(=O)CN(c1cccc(Br)c1)S(C)(=O)=O the results were L major viab -6, Diaphorase inh -6, TNAP act hiacc 1, PMI activator 1, PMI act hi M6P 1, bIAP activator 0.9, bIAP inhibitor 9, Diaph act CS 1.1, TNAP inh noacc -11 and TNAP inh hi DEA -4.
O=C(Nc1nnc(-c2ccccc2)s1)c1ccc(Cl)c(S(=O)(=O)N2CCOCC2)c1 was read as L major viab -9, Diaphorase inh 3, TNAP act hiacc 1, PMI activator 1, PMI act hi M6P 1.1, bIAP activator 0.9, bIAP inhibitor 7, Diaph act CS 1, TNAP inh noacc -18 and TNAP inh hi DEA -2.
For Cc1[nH]c(=O)[nH]c(=O)c1S(=O)(=O)N1CCC(C(=O)N2CCN(c3cccc(C(F)(F)F)c3)CC2)CC1 the results were L major viab -15, Diaphorase inh 1, TNAP act hiacc 1, PMI activator 0.9, PMI act hi M6P 1, bIAP activator 1.2, bIAP inhibitor -20, Diaph act CS 1, TNAP inh noacc -4 and TNAP inh hi DEA 0.
Screening COc1cc(C)c(Cl)cc1S(=O)(=O)NC1CC(C)(C)NC(C)(C)C1 returned L major viab -5, Diaphorase inh 14, TNAP act hiacc 1.1, PMI activator 1, PMI act hi M6P 1, bIAP activator 1, bIAP inhibitor 2, Diaph act CS 0.9, TNAP inh noacc -5 and TNAP inh hi DEA -6.
CC(C)OCCCNc1ncc2c(n1)CC(c1ccc(N(C)C)cc1)CC2=O (centres undefined) was read as L major viab -8, Diaphorase inh 27, TNAP act hiacc 1, PMI activator 0.9, PMI act hi M6P 0.8, bIAP activator 1, bIAP inhibitor -1, Diaph act CS 0.7, TNAP inh noacc -9 and TNAP inh hi DEA -5.

Entries listed so far that have an NH in an aromatic ring, in the order listed:
Cc1nn(-c2ccccc2)c(C)c1/C=N/n1c(-c2ccc(C(C)(C)C)cc2)n[nH]c1=S was read as L major viab 13, Diaphorase inh 22, TNAP act hiacc 1, PMI activator 0.8, PMI act hi M6P 0.9, bIAP activator 0.9, bIAP inhibitor 10, Diaph act CS 0.8, TNAP inh noacc 17 and TNAP inh hi DEA 2.
For Cc1[nH]c(=O)[nH]c(=O)c1S(=O)(=O)N1CCC(C(=O)N2CCN(c3cccc(C(F)(F)F)c3)CC2)CC1 the results were L major viab -15, Diaphorase inh 1, TNAP act hiacc 1, PMI activator 0.9, PMI act hi M6P 1, bIAP activator 1.2, bIAP inhibitor -20, Diaph act CS 1, TNAP inh noacc -4 and TNAP inh hi DEA 0.

(cont.)
`O=C(NCCN1CCc2ccccc2C1)Nc1ccc(F)cc1` gave L major viab -2, Diaphorase inh 16, TNAP act hiacc 1.1, PMI activator 0.9, PMI act hi M6P 0.8, bIAP activator 0.9, bIAP inhibitor 11, Diaph act CS 0.8, TNAP inh noacc -6 and TNAP inh hi DEA -6.
For O=C(CSc1nncn1-c1ccccn1)Nc1cccc(Cl)c1 the results were L major viab -2, Diaphorase inh 8, TNAP act hiacc 1, PMI activator 1, PMI act hi M6P 1, bIAP activator 1.2, bIAP inhibitor -18, Diaph act CS 0.9, TNAP inh noacc 3 and TNAP inh hi DEA 0.
For CCCCn1c(=O)[nH]c(=O)c2c1nc(-c1ccc(C)c([N+](=O)[O-])c1)n2CC the results were L major viab 99*, Diaphorase inh 11, TNAP act hiacc 1, PMI activator 1.1, PMI act hi M6P 1, bIAP activator 1, bIAP inhibitor 1, Diaph act CS 0.9, TNAP inh noacc -13 and TNAP inh hi DEA -5.
O=C(COC(=O)C1=COCCO1)NC1CCCCCCC1 was read as L major viab -9, Diaphorase inh 12, TNAP act hiacc 1, PMI activator 1, PMI act hi M6P 1, bIAP activator 0.9, bIAP inhibitor 11, Diaph act CS 0.9, TNAP inh noacc -11 and TNAP inh hi DEA -4.
Screening CCCSc1nc(C)nc2c1c(=O)n(C)c(=O)n2C returned L major viab -1, Diaphorase inh 19, TNAP act hiacc 1, PMI activator 0.8, PMI act hi M6P 0.8, bIAP activator 0.9, bIAP inhibitor 14, Diaph act CS 0.8, TNAP inh noacc 1 and TNAP inh hi DEA -3.
Screening CC1CN(CC(=O)NN=C(c2ccccc2)c2ccccc2)CC(C)O1 (centres undefined) returned L major viab 1, Diaphorase inh 15, TNAP act hiacc 1, PMI activator 1, PMI act hi M6P 1, bIAP activator 1.1, bIAP inhibitor -7, Diaph act CS 0.9, TNAP inh noacc 1 and TNAP inh hi DEA -2.
Screening C=CCn1c(SCC(=O)NCC(=O)OCC)nnc1-c1cccc(OC)c1 returned L major viab -6, Diaphorase inh 16, TNAP act hiacc 1.1, PMI activator 1, PMI act hi M6P 1, bIAP activator 0.9, bIAP inhibitor 10, Diaph act CS 0.8, TNAP inh noacc -5 and TNAP inh hi DEA -6.
Cc1ccc(C)c(OC(=O)c2ccncc2)c1 was read as L major viab -9, Diaphorase inh 4, TNAP act hiacc 1.1, PMI activator 1, PMI act hi M6P 0.9, bIAP activator 1, bIAP inhibitor -5, Diaph act CS 1, TNAP inh noacc -8 and TNAP inh hi DEA -6.
Screening CCCCNC(=O)c1ccc(NS(=O)(=O)c2ccccc2)cc1 returned L major viab 3, Diaphorase inh 15, TNAP act hiacc 1, PMI activator 0.9, PMI act hi M6P 0.9, bIAP activator 0.9, bIAP inhibitor 5, Diaph act CS 0.8, TNAP inh noacc -12 and TNAP inh hi DEA -5.
Screening CCOc1cc(S(=O)(=O)NCc2ccncc2)c(C)cc1C returned L major viab 14, Diaphorase inh 7, TNAP act hiacc 1, PMI activator 0.9, PMI act hi M6P 1, bIAP activator 1, bIAP inhibitor -3, Diaph act CS 0.9, TNAP inh noacc -7 and TNAP inh hi DEA 1.
`Cc1c(NC(=O)COc2ncnc3c(Cl)cc(Cl)cc23)c(=O)n(-c2ccccc2)n1C` gave L major viab 17, Diaphorase inh 17, TNAP act hiacc 1, PMI activator 0.9, PMI act hi M6P 0.9, bIAP activator 1, bIAP inhibitor -5, Diaph act CS 0.8, TNAP inh noacc -2 and TNAP inh hi DEA -2.
O=C(CSc1nnc(-c2ccccc2Br)o1)N1CCN(C(=O)c2ccco2)CC1 was read as L major viab 2, Diaphorase inh 6, TNAP act hiacc 1.1, PMI activator 1, PMI act hi M6P 1, bIAP activator 1, bIAP inhibitor -4, Diaph act CS 0.9, TNAP inh noacc -7 and TNAP inh hi DEA -7.
`COC(=O)CSc1nnc(-c2cccnc2)n1-c1cccc(OC)c1` gave L major viab -4, Diaphorase inh 11, TNAP act hiacc 1, PMI activator 0.8, PMI act hi M6P 1, bIAP activator 0.9, bIAP inhibitor 10, Diaph act CS 0.9, TNAP inh noacc -13 and TNAP inh hi DEA -5.
`O=C(CCNC(=O)c1ccco1)Nc1ccc(Cl)cc1` gave L major viab 4, Diaphorase inh 7, TNAP act hiacc 1, PMI activator 1, PMI act hi M6P 1, bIAP activator 1, bIAP inhibitor -1, Diaph act CS 0.9, TNAP inh noacc -1 and TNAP inh hi DEA -2.
CC(=O)C1(O)C(C)CC2C3CCC4CC(O)CCC4(C)C3=CCC21C (centres undefined) was read as L major viab 13, Diaphorase inh 22, TNAP act hiacc 1.1, PMI activator 1, PMI act hi M6P 1, bIAP activator 0.9, bIAP inhibitor 13, Diaph act CS 0.8, TNAP inh noacc -10 and TNAP inh hi DEA -8.
